Screens from PubChem BioAssay.
Rac1 wt modul = alters GTP binding to wildtype human Rac1; GST-Rac1 beads, fluorescent GTP binding, flow cytometry; actives lie on both sides; 0 = cold GTP competed, 100 = untreated; GTP binding activity (% of control), % at 10 µM; 190,000 tested, 0.27% active; AID 757;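 active = GTP binding activity at least 20 points away from the 100% control level, either lower or higher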
Rab2A wt mod = changes GTP binding to wildtype dog Rab2A, up or down; P61105; GST-Rab2 wt beads, Bodipy-GTP binding, flow cytometry; GTP binding activity, % at 10 µM; 190,000 tested, 0.19% active; AID 760;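 active = GTP binding activity at least 20 points away from 100%, either lowered or raised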;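 also: 0% = beads with excess unlabeled GTP and 100% = no-compound control corrected for plate trend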
Bfl-1 Bim block = inhibitors of Bim-Bfl-1 interaction, human | Q16548 | Bead-based flow cytometry, Bim-Bfl-1 binding inhibition | inhibition, % at 10 µM | 190,000 tested, 0.12% active;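 also: 0% = wells without compound plus tracer and 100% = blocker peptide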
HRas wt GTP bind = modulators of GTP binding to human HRas wildtype; GST-Ras wt beads, Bodipy-FL-GTP binding, flow cytometry; actives lie on both sides; P01112; AID 759; GTP binding activity, % at 10 µM; 190,000 tested, 0.14% active;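 active = GTP binding activity at least 20% away from the 100% baseline, either lowered as inhibitor or raised as activator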;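 also: 0% = unlabeled GTP competition control and 100% = no-compound control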
Bim-Bcl-XL = inhibitors of Bim-Bcl-XL interaction, human | Q07817 | Bim peptide-Bcl-XL binding, bead flow cytometry, fluorescence | inhibition, % at 10 µM | 190,000 tested, 0.04% active | AID 1007
Target sequence (Q07817 whole entry, looked up): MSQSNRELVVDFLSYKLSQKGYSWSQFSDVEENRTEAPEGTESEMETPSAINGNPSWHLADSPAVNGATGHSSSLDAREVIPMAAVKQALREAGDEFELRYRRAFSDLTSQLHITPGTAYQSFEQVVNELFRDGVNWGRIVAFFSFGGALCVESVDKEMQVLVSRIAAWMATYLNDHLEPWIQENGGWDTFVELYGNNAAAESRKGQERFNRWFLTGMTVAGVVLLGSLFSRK
Rac1 act GTP bind = alters GTP binding to activated mutant human Rac1; P63000; GST-Rac1 activated beads, fluorescent GTP binding, flow cytometry; actives lie on both sides; 100% means binding = to untreated wells; percent activity (GTP binding), % at 10 µM; 190,000 tested, 0.11% active;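 active = GTP binding at least 20 percentage points away from the 100% baseline, in either direction, so actives lie on both sides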
Bim-Bcl-B = inhibitors of Bim-Bcl-B interaction, human. Q9HD36. inhibition, % at 10 µM. AID 951. 190,000 tested, 0.073% active. bead-based flow cytometry, Bim peptide-Bcl-B binding;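 also: 0% = tracer peptide without compound and 100% = reference inhibitor peptide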
Target sequence (Q9HD36 whole entry, looked up): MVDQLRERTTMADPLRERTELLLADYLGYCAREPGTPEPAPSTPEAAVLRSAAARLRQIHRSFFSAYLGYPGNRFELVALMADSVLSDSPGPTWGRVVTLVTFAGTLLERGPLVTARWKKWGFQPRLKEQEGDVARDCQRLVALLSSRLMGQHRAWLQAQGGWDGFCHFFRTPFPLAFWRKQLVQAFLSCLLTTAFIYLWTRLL
Cdc42 wt = changes GTP binding to wildtype human Cdc42 | AID 761 | percent activity (GTP binding), % at 10 µM | GST-Cdc42 beads, Bodipy-GTP binding, flow cytometry; actives lie on both sides | 190,000 tested, 0.2% active;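 active = percent activity GTP binding at least 20 points away from the 100% baseline, either down as inhibitor or up as activator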;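 also: median bead fluorescence of bound Bodipy-FL-GTP at 100 nM; 0% = excess unlabeled GTP control and 100% = no compound control; below 100% means less GTP binding so inhibitor and above means activator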
Bim-Bcl-W = inhibitors of Bim-Bcl-W interaction, human | Q92843 | bead-based flow cytometry, Bim peptide-Bcl-W binding | inhibition, % at 10 µM | 190,000 tested, 0.02% active | AID 952;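 also: 0% = bound tracer without compound and 100% = peptide blocker; higher means less fluorescent Bim peptide bound to Bcl-W beads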
Target sequence (Q92843 whole entry, looked up): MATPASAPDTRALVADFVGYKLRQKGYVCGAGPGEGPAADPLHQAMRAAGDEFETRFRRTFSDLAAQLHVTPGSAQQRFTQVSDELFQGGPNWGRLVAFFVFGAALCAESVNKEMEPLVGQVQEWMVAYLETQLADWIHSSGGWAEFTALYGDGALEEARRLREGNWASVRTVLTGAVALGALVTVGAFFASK
Bcl-2 Bim block = inhibitors of Bim-Bcl-2 interaction, human; inhibition, % at 10 µM; 190,000 tested, 0.06% active; Bead-based flow cytometry, Bim peptide-Bcl-2 binding; in the data active = inhibition above about 40%;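 also: 0% = no compound wells with probe peptide and 100% = reference peptide inhibitor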
Target sequence (P10415 whole entry, looked up): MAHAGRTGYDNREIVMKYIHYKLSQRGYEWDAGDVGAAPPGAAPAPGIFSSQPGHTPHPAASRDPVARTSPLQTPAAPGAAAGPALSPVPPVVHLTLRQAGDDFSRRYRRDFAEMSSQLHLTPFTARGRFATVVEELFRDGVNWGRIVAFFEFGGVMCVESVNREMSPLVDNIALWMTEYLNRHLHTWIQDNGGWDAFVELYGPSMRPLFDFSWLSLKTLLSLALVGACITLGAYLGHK
Rab7 wt modul = modulators of GTP binding to dog Rab7 wildtype GTPase; GST-Rab7 beads, fluorescent GTP binding, flow cytometry; actives lie on both sides; untreated = 100%, excess cold GTP = 0%; GTP binding activity (percent of control), % at 10 µM; 190,000 tested, 0.055% active;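 active = fluorescent GTP binding to Rab7 beads changed by at least 20 points from the 100% baseline, either direction, mostly lower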;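 also: median green fluorescence of bound Bodipy-FL-GTP per Rab7 bead population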
The depositor's hits bear a star. Rule as the data show it, unless noted: active = inhibition above about 40%.

SMILES | Rac1 wt modul | Rab2A wt mod | Bfl-1 Bim block | HRas wt GTP bind | Bim-Bcl-XL | Rac1 act GTP bind | Bim-Bcl-B | Cdc42 wt | Bim-Bcl-W | Bcl-2 Bim block | Rab7 wt modul
CN(C)c1ccc(P(=O)(Nc2ccc([N+](=O)[O-])cc2)N2CCOCC2)c(NC(=O)c2cccs2)c1 (stereo not given) | 96 | 95 | -10 | 95 | -4 | 96 | -7 | 96 | -2 | -6 | 98
COC(=O)CNC(=O)Cc1c(F)cccc1Cl | 97 | 100 | -4 | 98 | -4 | 97 | -6 | 97 | -3 | -5 | 100
Cc1nnc(SCC(=O)NCCc2ccccc2)s1 | 102 | 101 | -8 | 99 | -2 | 97 | -6 | 98 | -2 | -4 | 104
COc1ccc(-c2csc3nc(-c4ccccc4OC)oc(=O)c23)cc1 | 88 | 91 | 2 | 90 | 3 | 92 | 5 | 88 | -1 | 4 | 100
Cc1noc(/C=C/NCc2cccnc2)c1S(=O)(=O)N(C)CC(=O)N1CCc2ccccc21 | 97 | 97 | -10 | 96 | -2 | 97 | -6 | 98 | -3 | -7 | 95
COc1ccc(/C=N/n2c(N)nc(-c3ccccc3)c2-c2ccccc2)cc1 | 94 | 95 | 1 | 97 | -1 | 92 | -1 | 94 | 0 | 0 | 97
CN(c1ccccc1C(=O)Nc1ccc(S(=O)(=O)N2CCCC2)cc1)S(C)(=O)=O | 104 | 99 | -19 | 99 | -8 | 98 | -9 | 101 | -1 | -13 | 96
O=C1CSC(c2ccccc2)N1c1nc(-c2ccc(Cl)cc2Cl)cs1 (stereo not given) | 95 | 95 | -7 | 97 | -1 | 96 | -2 | 95 | 1 | -3 | 100
CCN1CCN(C(=O)N[C@@H](C(=O)N[C@@H]2C(=O)N3[C@@H]2SC(C)(C)[C@@H]3C(=O)O)c2ccccc2)C(=O)C1=O | 102 | 99 | 0 | 99 | -6 | 101 | -6 | 99 | -4 | -1 | 94
CN(CC(=O)OCC(=O)NCC(F)(F)F)S(=O)(=O)c1ccc(Cl)cc1 | 98 | 98 | -6 | 97 | -5 | 94 | -5 | 94 | -5 | -1 | 101
O=S1(=O)N=C(N2CCN(c3ccc(F)cc3)CC2)c2ccccc21 | 108 | 100 | -20 | 102 | -5 | 103 | -9 | 102 | -3 | -8 | 96
COc1cc(/C=C2/NC(=O)N(Cc3ccccc3F)C2=O)cc(OC)c1O | 102 | 96 | 2 | 98 | 5 | 99 | 16 | 100 | 1 | 1 | 95
CC1(C)CC(=O)c2sc(NC(=O)c3ccccc3)nc2C1 | 96 | 94 | 2 | 96 | -3 | 93 | 0 | 89 | -2 | -2 | 105
NC(=O)c1ccc(N2CCCCC2)c(N2C(=O)C3C4C=CC(C4)C3C2=O)c1 (stereo not given) | 106 | 101 | -5 | 102 | -5 | 103 | -3 | 103 | -3 | -1 | 99
CN(C)CCCNC(=O)c1cc2sc3ccccc3c2s1 | 102 | 92 | -6 | 97 | 0 | 99 | -4 | 96 | -2 | -4 | 97
CCOC(=O)N1CCN(C(=O)c2ccc(Cn3c(=S)[nH]c4cc5c(cc4c3=O)OCO5)cc2)CC1 | 108 | 99 | -22 | 101 | -11 | 98 | -21 | 101 | -5 | -10 | 99
CS(=O)(=O)N(CC(=O)N1CCCCCC1)c1ccccc1 | 107 | 102 | -9 | 103 | 0 | 99 | -9 | 106 | -1 | -6 | 100
CC1CCN(CCCNC(=O)c2cc3sccc3n2C)CC1 | 97 | 94 | 0 | 97 | 0 | 93 | 2 | 96 | 0 | 0 | 99
Cc1cccc(NCc2ccccc2O)c1 | 93 | 94 | 6 | 95 | 4 | 93 | 3 | 97 | 5 | 4 | 96
COc1cc2c(cc1OC)CN(Cc1nc3ccsc3c(=O)[nH]1)CC2 | 101 | 101 | -11 | 101 | 0 | 101 | 0 | 102 | 4 | -3 | 100
COc1ccc(C(C(C(=O)c2cccs2)N2CCOCC2)N2CCOCC2)cc1OC (stereo not given) | 98 | 98 | -5 | 98 | -11 | 96 | -7 | 97 | -1 | -3 | 100
COc1ccc2c(=O)cc(C(F)(F)C(F)(F)F)oc2c1 | 103 | 99 | -9 | 102 | -2 | 100 | -5 | 103 | 1 | 0 | 100
CC(=O)Nc1c(C(=O)O)oc2ccc(Cl)cc12 | 92 | 96 | 0 | 96 | 0 | 95 | 0 | 93 | -1 | -3 | 95
CSc1ncccc1C(=O)Nc1nc2ccc(Oc3ccccc3)cc2s1 | 97 | 96 | -11 | 99 | -7 | 96 | -6 | 93 | -6 | -3 | 101
Cc1cnc(NC(=O)CN(C)S(=O)(=O)c2ccc(Cl)cc2)s1 | 96 | 98 | -3 | 97 | 0 | 97 | -1 | 99 | 0 | -4 | 98
CCNS(=O)(=O)c1ccc(CCC(=O)O)cc1 | 97 | 96 | -3 | 96 | 1 | 96 | -1 | 99 | 4 | 0 | 96
COc1ccc(C(C(=O)NC2CCCCC2)N(C(=O)CCl)c2ccc(Cl)cc2)cc1 (stereo not given) | 96 | 98 | -14 | 99 | -4 | 95 | -7 | 91 | -1 | -5 | 102
Fc1cccc(Cl)c1Cc1noc(/C=C/c2ccccc2)n1 | 98 | 95 | -1 | 97 | -4 | 96 | 0 | 98 | -3 | -5 | 95
O=C(Nc1ccc(F)c(Cl)c1)Nc1ccc(Cl)cn1 | 99 | 100 | -6 | 100 | 0 | 98 | -2 | 98 | -3 | -1 | 102
COC(=O)c1sc2ncn(-n3c(C)ccc3C)c(=O)c2c1C | 108 | 104 | -12 | 106 | -5 | 102 | -5 | 106 | 2 | -4 | 105
CCN(CC)S(=O)(=O)c1cc(-c2nnc(-c3ccc(Br)cc3)o2)ccc1Br | 102 | 94 | 0 | 98 | -1 | 97 | -2 | 99 | 0 | 9 | 94
Cc1cc(C)cc(NC(=O)c2cc(=O)c3ccccc3o2)c1 | 94 | 94 | 8 | 93 | 0 | 95 | 18 | 95 | 4 | 7 | 93
COCC(=O)n1nc(NCc2ccc(OC)cc2)nc1NCc1ccc(OC)cc1 | 102 | 103 | -1 | 104 | 0 | 100 | -1 | 102 | 0 | 1 | 100
O=C(Nc1cc(C(F)(F)F)ccc1N1CCOCC1)c1cn2ccccc2n1 | 101 | 98 | 0 | 100 | -3 | 100 | -2 | 101 | -1 | 1 | 99
Cc1ccc(Cn2c(C(=O)O)cc3sccc32)cc1 | 102 | 99 | -1 | 97 | -5 | 99 | -6 | 99 | -3 | -2 | 102
Cn1c(=O)oc2cc(S(=O)(=O)N3CCCC(C(=O)N4CCn5c4nc4ccccc45)C3)ccc21 (stereo not given) | 105 | 104 | -8 | 104 | -4 | 101 | -3 | 105 | 1 | -3 | 101
Cc1cc(C)c2cc(C(O)c3nnnn3Cc3ccccc3)c(=O)[nH]c2c1 (stereo not given) | 94 | 97 | 0 | 98 | -2 | 96 | 0 | 99 | 0 | -2 | 95
O=C(NC(=S)N1CCCCCC1)c1ccc(Cl)cc1Cl | 96 | 95 | 0 | 95 | -1 | 95 | 5 | 93 | -3 | -2 | 96
CCCOP(=O)(OCCC)C(Nc1cccc(C(F)(F)F)c1)c1ccc(C)cc1 (stereo not given) | 93 | 93 | -11 | 95 | 8 | 95 | -5 | 96 | 2 | -12 | 94
CCN(CC)S(=O)(=O)c1ccc(-c2nnc(SCC(N)=O)n2CC)cc1 | 98 | 96 | -7 | 95 | 2 | 98 | -1 | 95 | 1 | -3 | 97
O=C(Nc1ccc(Cl)cc1)Nc1nc(-c2ccccc2)cs1 | 100 | 101 | 0 | 99 | -2 | 97 | -2 | 96 | -1 | 2 | 106
O=C(COC(=O)c1ccc(Br)cc1)NCCC1=CCCCC1 | 94 | 91 | -4 | 92 | -3 | 90 | -3 | 88 | -2 | -3 | 95
Cc1ccc(-c2csc(NC(=S)NC(=O)/C=C/c3ccco3)n2)cc1 | 99 | 101 | -2 | 102 | -3 | 99 | -11 | 103 | -3 | -4 | 97
CCN1CCCC1CNCc1cccc(OC)c1OCc1ccccc1 (stereo not given) | 105 | 97 | -4 | 102 | -16 | 104 | -14 | 100 | -12 | -6 | 101
CC(C)(C)OC(=O)NCCCC[C@H](NC(=O)c1nc[nH]c1C(=O)NC(c1ccccc1)c1ccccc1)C(=O)OC(C)(C)C | 97 | 93 | -4 | 94 | 0 | 93 | 0 | 92 | 1 | -2 | 93
COc1cc([N+](=O)[O-])ccc1NC(=O)CSc1nnc(C)c(C)n1 | 92 | 94 | 1 | 93 | -2 | 95 | 0 | 96 | 0 | 2 | 95
COc1cc(CNn2nnnc2N)cc(Br)c1OCC(=O)NC(C)(C)C | 100 | 100 | 0 | 101 | -1 | 100 | 0 | 102 | 0 | -1 | 101
CC1(C)SC(=S)N(NC(=O)Nc2ccccc2)C1N(O)C(=O)Nc1cccc2ccccc12 (stereo not given) | 103 | 102 | 48* | 100 | 45* | 99 | 32 | 96 | 37 | 38 | 98
Cc1[nH]c2ccccc2c1C(=O)COc1ccccc1 | 96 | 95 | 6 | 96 | 0 | 94 | 1 | 95 | 0 | 4 | 96
O=C(Nc1ccc(Cl)c(S(=O)(=O)N2CCOCC2)c1)c1cc(-c2ccccn2)nc2ccccc12 | 100 | 93 | -3 | 96 | -4 | 94 | -4 | 96 | 0 | -1 | 94
O=S(=O)(NCCNc1ncc(C(F)(F)F)cc1Cl)C(F)(F)F | 102 | 102 | -5 | 100 | -1 | 94 | 1 | 94 | 0 | -1 | 105
Cc1ccc(-c2nc(SCC(=O)c3c(N)n(C)c(=O)n(C)c3=O)n[nH]2)cc1 | 96 | 96 | -10 | 97 | -5 | 93 | -11 | 92 | -3 | -6 | 101
NC(=O)Nc1ccccc1C(=O)N1CCC(O)(c2ccc(Cl)cc2)CC1 | 106 | 97 | 0 | 102 | -3 | 99 | 0 | 99 | -2 | -2 | 102
O=C(Cc1ccccc1)NCCCN1CCN(CCCNC(=O)Cc2ccccc2)CC1 | 99 | 99 | -11 | 100 | 1 | 99 | -6 | 96 | 3 | -7 | 101
CC1CCCCC12NC(=O)N(CC(=O)NC(=O)NCc1ccco1)C2=O (stereo not given) | 92 | 93 | -12 | 95 | -3 | 93 | -5 | 96 | 0 | -7 | 95

Whole records from above:
`Cc1ccc(-c2nc(SCC(=O)c3c(N)n(C)c(=O)n(C)c3=O)n[nH]2)cc1` is entered as Rac1 wt modul: 96; Rab2A wt mod: 96; Bfl-1 Bim block: -10; HRas wt GTP bind: 97; Bim-Bcl-XL: -5; Rac1 act GTP bind: 93; Bim-Bcl-B: -11; Cdc42 wt: 92; Bim-Bcl-W: -3; Bcl-2 Bim block: -6; Rab7 wt modul: 101
`COc1cc(CNn2nnnc2N)cc(Br)c1OCC(=O)NC(C)(C)C` is entered as Rac1 wt modul: 100; Rab2A wt mod: 100; Bfl-1 Bim block: 0; HRas wt GTP bind: 101; Bim-Bcl-XL: -1; Rac1 act GTP bind: 100; Bim-Bcl-B: 0; Cdc42 wt: 102; Bim-Bcl-W: 0; Bcl-2 Bim block: -1; Rab7 wt modul: 101
